M4 antag: blocks acetylcholine activation of human M4 receptor. 360,000 tested, 0.73% active. inhibition, % at 3 µM. CHO-hM4 cells, ACh EC80, Fluo-8 calcium fluorescence. P08173;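 active means inhibition above its plate's cutoff, the mean inhibition of sample wells plus 3 SD, cut at about 27% in these data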;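 further: 0% = acetylcholine EC80 with DMSO and 100% = DMSO without agonist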
Target sequence (P08173 whole entry, looked up): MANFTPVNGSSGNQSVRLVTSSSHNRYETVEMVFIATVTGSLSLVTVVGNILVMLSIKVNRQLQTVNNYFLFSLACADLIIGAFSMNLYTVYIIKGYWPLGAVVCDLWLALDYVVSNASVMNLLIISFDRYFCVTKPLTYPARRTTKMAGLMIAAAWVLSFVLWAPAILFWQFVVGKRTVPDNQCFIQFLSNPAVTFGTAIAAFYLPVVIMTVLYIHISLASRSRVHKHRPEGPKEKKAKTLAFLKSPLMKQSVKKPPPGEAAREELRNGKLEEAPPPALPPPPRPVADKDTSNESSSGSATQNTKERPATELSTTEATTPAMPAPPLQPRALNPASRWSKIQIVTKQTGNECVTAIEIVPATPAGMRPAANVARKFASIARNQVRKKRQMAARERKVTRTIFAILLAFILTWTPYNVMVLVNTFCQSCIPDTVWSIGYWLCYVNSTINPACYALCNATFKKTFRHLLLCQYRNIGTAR
M4 ag: agonists of human muscarinic M4 receptor (CHRM4); P08173; CHO-K1 hM4/Gqi5, Fluo-8 calcium fluorescence; vehicle 0%, full acetylcholine response 100%; activation, % at 3 µM; 360,000 tested, 0.14% active; AID 624127;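 active means activation above the run mean over all test wells plus 3 SD, cut at about 32% in these data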;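 further: peak over basal fluorescence ratio per well then scaled between controls; 0% = DMSO wells and 100% = acetylcholine at EC100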
CRFBP-R2 agonist: CRF-BP/CRF-R2 complex agonism | HEK293 CRF-R2/CRF-BP, calcium dye fluorescence (FLIPR); percent of saturating CRF peptide response | activation, % at 13.2 µM | 350,000 tested, 0.46% active | AID 588473;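 active means activation of at least 50%, plus an integration ratio under a set limit after plate pattern correction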;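 further: plate controls were neutral control wells without compound for no effect and CRF at EC100 for full effect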
CHRM5 agonist: CHRM5 agonism in calcium assay. P08912. CHO-K1 hM5 cells, Fluo-8 calcium fluorescence; 0% DMSO wells, 100% maximal acetylcholine response. activation, % at 3 µM. 360,000 tested, 0.19% active;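 active means activation above the run's mean over test compounds plus 3 SD, cut at about 23% in these data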;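 further: signal is peak over basal fluorescence ratio across the kinetic read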
Target sequence (P08912 whole entry, looked up): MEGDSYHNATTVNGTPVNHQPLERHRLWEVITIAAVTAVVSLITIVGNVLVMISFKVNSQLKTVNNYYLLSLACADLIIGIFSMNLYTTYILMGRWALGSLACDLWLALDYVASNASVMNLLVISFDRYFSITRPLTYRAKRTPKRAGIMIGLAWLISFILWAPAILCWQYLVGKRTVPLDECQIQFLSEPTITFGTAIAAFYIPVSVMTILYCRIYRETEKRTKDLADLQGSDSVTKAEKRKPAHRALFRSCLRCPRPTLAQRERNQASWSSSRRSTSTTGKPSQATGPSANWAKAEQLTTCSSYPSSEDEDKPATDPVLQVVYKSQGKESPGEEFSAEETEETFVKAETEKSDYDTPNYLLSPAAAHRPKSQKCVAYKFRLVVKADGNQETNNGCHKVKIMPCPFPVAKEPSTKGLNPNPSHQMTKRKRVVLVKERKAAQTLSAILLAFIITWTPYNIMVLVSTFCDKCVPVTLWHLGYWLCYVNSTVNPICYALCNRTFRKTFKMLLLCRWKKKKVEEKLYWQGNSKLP
CHRM5 antagonist: antagonists of human muscarinic M5 receptor (CHRM5). 360,000 tested, 0.59% active. CHO-hM5 cells, Fluo-8 calcium fluorescence, ACh EC80. inhibition, % at 3 µM. P08912;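 active means inhibition above a per-plate cutoff, the mean of that plate's test compounds plus 3 SD, cut at about 27% in these data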;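 further: 0% = acetylcholine EC80 with DMSO and 100% = DMSO without agonist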
CRFBP-R2 block: antagonists of CRF-binding protein/CRF-R2 receptor complex; inhibition, % at 11.8 µM; 350,000 tested, 0.59% active; AID 588475; HEK293 CRF-R2/CRF-BP, CRF-induced calcium fluorescence;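 active means inhibition of the ligand-induced calcium signal above about 50% at the single tested concentration, limit read from the data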
CHRM5 PAM: positive allosteric modulators of human muscarinic M5 receptor | activation, % at 3 µM | CHO-K1 hM5, Fluo-8 calcium, ACh EC20 PAM; 0% = ACh EC20, 100% = ACh EC100 | 360,000 tested, 0.3% active | P08912;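 active means activation above the run cutoff, the mean activation of all test compounds plus 3 SD, cut at about 18% in these data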
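Assay system – human M5 receptor in CHO-K1 cells · Read-out – % activation, ACh-normalized · Technique – Fluo-8 calcium fluorescence · Dosing – single-point, 3 µM nominal · Incubation – Fluo-8 loading 80 min at 37 °C plus 30 min room temperature · Repeats – singlicate, one well per test compound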
M4 PAM: potentiates acetylcholine response at human M4 receptor; P08173; CHO-K1 hM4/Gqi5, Fluo-8 calcium fluorescence, ACh EC20; 0% = ACh EC20, 100% = maximal ACh; activation, % at 3 µM; 360,000 tested, 0.4% active;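 active means activation above its plate's cutoff, the mean activation of sample wells plus 3 SD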; further: some results filed as inactive read as strong as hits
IDE cell inh: cellular human IDE inhibition. P14735. HEK cells, FAbetaB cleavage, fluorescence polarization. inhibition, % at 5.59 µM. 320,000 tested, 0.41% active;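 active means percent inhibition above the average of all tested compounds plus 3 SD, set per screening campaign, cut at about 16% in these data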;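 further: IDE supplied by intact live HEK cells; FP after avidin binding of uncleaved biotin substrate so inhibition keeps polarization high; 0% = DMSO wells and 100% = 60 µM reference IDE inhibitor Ii1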
An asterisk follows results filed as active; nt = no result given. The order is random; 2.9% or so of the library scored in one or more.

SMILES	M4 antag	M4 ag	CRFBP-R2 agonist	CHRM5 agonist	CHRM5 antagonist	CRFBP-R2 block	CHRM5 PAM	M4 PAM	IDE cell inh
COc1ccccc1/C=C\C(=O)NCC(=O)N/N=C/c1ccc(O)cc1O	0.0	0.2	-0.7	0.8	14.0	-1.7	-2.4	1.4	2.3
COc1ccc(CC(=O)N/N=C(\C)c2ccccn2)cc1	-0.8	0.3	0.6	-0.1	-8.1	-12.1	-0.1	-1.4	0.7
COC(=O)C(NC(=O)c1ccccc1)(Nc1nc(C)cs1)C(F)(F)F (stereo not given)	-8.9	0.5	-1.3	-1.7	1.4	3.2	-3.8	5.8	6.4
O=C(CC(Nc1ccc(Cl)cc1Cl)C(=O)O)c1ccccc1 (stereo not given)	7.4	0.1	-0.7	-1.3	13.0	6.9	-2.2	-3.4	-0.7
CNC(=S)N/N=C(\C)c1ccc(C(C)(C)C)cc1	15.1	-0.5	-0.6	-1.1	0.8	1.9	3.3	16.5	4.0
C[C@@H]1C=C(C(=O)N2CCN(C)CC2)O[C@H](OCc2ccc(CO)cc2)C1	-15.9	1.2	-1.7	2.4	5.0	-5.2	-0.2	7.8	-0.4
O=C(NCc1cccnc1)C1CC2c3ccccc3C1c1ccccc12 (stereo not given)	-13.3	1.3	-2.9	-4.4	-8.3	5.7	14.6	-1.4	2.1
Cc1cc(C)nc(/N=C(\NC(=O)C(C)(C)C)Nc2ccc(F)cc2)n1	8.2	0.5	-0.2	0.0	6.3	-2.1	-10.2	-2.0	11.1
O=c1[nH]c2c(s1)C(c1cccnc1)C1C3CCC(C3)C1S2 (stereo not given)	1.6	-0.6	-0.5	-9.7	2.4	-13.8	8.7	5.6	3.4
COc1ccc(NC(=O)CC2SC3=NCCN3C2=O)cc1 (stereo not given)	-7.9	15.6	-0.5	2.4	1.7	1.3	-10.6	-3.2	0.7
Cc1cc(C(F)F)n2nc(C(=O)Nc3c(F)cc(F)cc3Br)nc2n1	-3.4	0.2	-1.8	-2.0	-0.6	27.4	-2.9	1.6	-2.9
Cc1onc(-c2ccccc2)c1CNC(=O)Nc1cccc(Cl)c1	-3.5	14.8	0.3	5.5	10.7	-4.0	-31.1	-26.9	5.3
CC(NC(=O)c1ccccc1Br)C1CC2CCC1C2 (stereo not given)	-3.6	0.1	-0.2	-5.2	0.2	9.7	-4.0	-0.6	2.5
OCCC1CN(C/C(Cl)=C/c2ccccc2)CCN1C1CCCC1 (stereo not given)	16.2	1.4	-1.3	-7.8	5.4	-4.7	-3.2	-19.5	-7.6
O=C(NCCCn1ccnc1)/C(=C/c1ccco1)NC(=O)c1ccco1	3.1	0.0	4.7	-3.0	2.9	-23.1	-1.3	-3.2	2.6
COc1ccc(CNC(=O)/C=C/[C@H]2O[C@@H](n3cnc4c(NC(=O)c5ccccc5)ncnc43)[C@H](O)[C@@H]2O)cc1	-4.9	0.5	nt	4.6	1.9	nt	0.6	6.6	nt
CCCCNC(=O)c1nc(C2CCN(S(=O)(=O)c3c(OC)cccc3OC)CC2)oc1-c1ccccc1	4.5	5.1	nt	-0.2	-1.7	nt	-0.8	-9.2	nt
CN(C)C(=O)CN(c1ccc(F)c(Cl)c1)S(C)(=O)=O	18.0	-1.3	-0.1	-0.1	19.7	43.1	-5.5	-1.5	-0.2
Cc1ccc([C@@H]2CC(=O)[C@@H]3CN(S(=O)(=O)c4ccc(C)cc4)[C@H](c4ccccc4)C[C@@H]3N2S(=O)(=O)c2ccc(Cl)cc2)cc1	-4.5	0.8	2.9	0.6	-1.4	3.5	1.7	4.0	nt
O=C(COC(=O)Cc1c(Cl)cccc1Cl)Nc1ccc(OC(F)(F)F)cc1	-2.4	1.0	2.6	-3.2	-1.0	-15.0	-11.0	-8.7	-0.9
O=C1c2ccccc2C(=O)N1CCCCNc1ccccc1	-15.4	5.0	-5.1	-1.2	5.5	10.2	10.7	3.5	nt
O=C1C(Cc2ccccc2)S/C(=N/N=C/c2ccco2)N1c1ccccc1 (stereo not given)	-1.8	13.4	1.7	-2.1	-4.3	8.7	-7.1	-4.3	2.7
CCCCCC(=O)Nc1cccc(C2=NOC3(C2)C[C@H](C(N)=O)N(C(=O)CCCCC)C3)c1 (stereo not given in full)	3.5	1.4	-0.6	-0.6	8.4	-7.3	4.1	6.4	-4.0
COC(=O)C1CCN(c2nc3ccccc3nc2C(C#N)C(=O)NCCc2ccccc2)CC1 (stereo not given)	-7.9	1.8	26.8	2.1	-5.0	-14.6	3.9	1.6	6.6
COc1cc(CNC(=O)c2cc(-c3cc(OC)ccc3Cl)n[nH]2)cc(OC)c1	-10.0	7.8	nt	5.4	8.9	nt	-7.8	-2.1	nt

An excerpt from above in order of SMILES length, high to low:
SMILES	M4 antag	M4 ag	CRFBP-R2 agonist	CHRM5 agonist	CHRM5 antagonist	CRFBP-R2 block	CHRM5 PAM	M4 PAM	IDE cell inh
CCCCNC(=O)c1nc(C2CCN(S(=O)(=O)c3c(OC)cccc3OC)CC2)oc1-c1ccccc1	4.5	5.1	nt	-0.2	-1.7	nt	-0.8	-9.2	nt
O=C(COC(=O)Cc1c(Cl)cccc1Cl)Nc1ccc(OC(F)(F)F)cc1	-2.4	1.0	2.6	-3.2	-1.0	-15.0	-11.0	-8.7	-0.9
COc1ccccc1/C=C\C(=O)NCC(=O)N/N=C/c1ccc(O)cc1O	0.0	0.2	-0.7	0.8	14.0	-1.7	-2.4	1.4	2.3
Cc1onc(-c2ccccc2)c1CNC(=O)Nc1cccc(Cl)c1	-3.5	14.8	0.3	5.5	10.7	-4.0	-31.1	-26.9	5.3
O=C(CC(Nc1ccc(Cl)cc1Cl)C(=O)O)c1ccccc1 (stereo not given)	7.4	0.1	-0.7	-1.3	13.0	6.9	-2.2	-3.4	-0.7
COc1ccc(CC(=O)N/N=C(\C)c2ccccn2)cc1	-0.8	0.3	0.6	-0.1	-8.1	-12.1	-0.1	-1.4	0.7
O=C1c2ccccc2C(=O)N1CCCCNc1ccccc1	-15.4	5.0	-5.1	-1.2	5.5	10.2	10.7	3.5	nt

The list goes on.
SMILES	M4 antag	M4 ag	CRFBP-R2 agonist	CHRM5 agonist	CHRM5 antagonist	CRFBP-R2 block	CHRM5 PAM	M4 PAM	IDE cell inh
COc1ccc(C2/C=C\CC(OCc3ccccc3)CC(=O)N2Cc2cccc(F)c2)cc1 (stereo not given)	-17.6	3.0	0.2	0.6	-5.4	3.6	0.0	-2.8	nt
C=CCOc1ccc(C2/C(=C(\O)c3ccc4c(c3)OCCO4)C(=O)C(=O)N2CCCN2CCOCC2)cc1 (stereo not given)	9.5	0.9	1.4	-2.8	-3.7	-5.3	8.9	3.8	5.4
O=[N+]([O-])c1c(NCCO)cc(Sc2nc3ccccc3s2)c2nonc12	74.6*	3.4	-0.6	0.3	29.2*	30.7	-17.2	-13.3	21.8*
CCC(C)(C)NC(=O)C(c1ccccn1)N(C(=O)c1csnn1)c1ccc(C)cc1 (stereo not given)	0.0	-0.1	0.6	-3.0	11.3	-8.5	0.0	-10.5	-0.6
CCN1CNC(=S)N(c2ccccc2C)C1	4.0	8.2	1.0	-0.7	12.8	-8.1	0.2	-6.2	2.4
Cc1ccc(S(=O)(=O)N2CCCCC2)cc1NC(=O)COC(=O)CN1C(=O)NC2(CC(C)CC(C)(C)C2)C1=O (stereo not given)	-8.6	3.0	0.0	0.6	4.4	-9.0	3.3	9.8	nt
Cc1ccc(C)c(Cn2cnc3c(nnn3-c3ccc(F)cc3)c2=O)c1	11.1	0.9	-0.3	3.3	-8.3	-44.8	1.5	-1.8	-5.4
CCOc1ccc2oc(C(=O)NCc3ccccc3CN3CCCC3)c(C)c2c1	11.0	1.1	0.0	-6.5	2.6	-17.2	3.6	-10.4	-2.5
O=C(NCCc1ccc(F)cc1)N[C@@H](Cc1ccccc1)C(=O)O	-1.3	0.0	2.3	-3.5	10.3	-19.7	-4.0	-0.5	3.8
O=C(Cn1cc([N+](=O)[O-])cn1)N1CCc2ccccc2C1	7.2	0.8	-1.3	-2.0	1.3	7.5	13.2	2.4	1.8
Cc1ccc(OCC(=O)N2CCN(S(=O)(=O)c3ccccc3[N+](=O)[O-])CC2)cc1	-1.5	2.3	-4.4	-2.1	1.9	1.9	-3.5	-2.5	3.9
O=C(NCc1ccc(F)cc1)c1cc(C2CCCCN2C(=O)c2ccc(Cl)cc2)on1 (stereo not given)	-6.3	5.5	nt	-0.4	7.1	nt	-6.2	-9.5	nt
CCOC(=O)[C@]12CCC=C1N(Cc1ccc3c(c1)OCO3)C(=O)[C@H](CC(=O)NCc1ccc(C)o1)C2	-18.4	0.0	nt	1.7	-2.1	nt	0.1	12.5	nt
COc1cc(/C=N/NC(=O)c2cc(-c3cccc(Br)c3)nc3ccccc23)cc(OC)c1O	3.4	2.0	-0.7	0.4	6.1	-3.3	0.2	-5.6	5.9
COc1ccc(-c2ccc(-c3cc(=O)oc4c(C(C)C)ccc(C)c34)cc2)cc1	-2.1	0.6	4.7	-1.1	-3.9	-2.9	-3.9	-3.1	nt
O=C(NCc1ccc(F)cc1)c1cc(C2CCCN(S(=O)(=O)c3ccccc3)C2)on1 (stereo not given)	-1.3	7.3	nt	1.9	7.9	nt	-2.4	-4.3	nt
CCSc1nc2sc3c(c2c(=O)[nH]1)CCc1ccccc1-3	-8.4	0.7	-2.5	0.6	-6.4	-31.5	5.3	8.1	7.0
COC(=O)c1ccc(C2c3c(oc4ccc(Cl)cc4c3=O)C(=O)N2CCN2CCOCC2)cc1 (stereo not given)	14.6	1.1	0.3	4.6	-0.1	15.9	6.5	-1.8	5.2
CCC(=O)NCCCCCCCCCNC(=O)CC	-1.3	0.1	1.4	0.5	1.1	-8.8	-3.5	0.2	0.9
O=C(NCC1CC1)Nc1ccccc1F	1.3	1.4	0.9	0.9	9.6	-9.1	-3.5	1.7	-1.8
Clc1cccc(Cc2c(-c3ccco3)nc3ccc(Br)cn23)c1	-10.0	0.6	nt	2.6	-3.0	nt	5.0	1.7	nt
Cn1cc(C(=O)C(=O)N2CCCc3ccccc32)c2ccccc21	-2.0	0.5	-4.0	-2.5	-3.4	-3.8	-0.2	8.9	-4.5
